Pin1 inhibitor = human Pin1 inhibition. Q13526. Pin1 FP peptide displacement, HiFluor488, 10 min. Potency, µM (top dose mostly 115 µM), inactives show top-dose activity, negative = inhibition, actives largely listed as inhibitors. hit rate 0.009% among 390,000. AID 504891; active = well fitted inhibition curve with a large enough effect in the polarisation, with a control signal flat, not every such curve was filed as active; inconclusive = small, poorly fitted or top-dose-only effect, or effect the other way, or a change in a side signal; inactive = no such curve, though single readings can be large or run the other way; the % refers to the polarisation; note: potency is the fitted concentration of half-maximal effect; % is set by controls: 0 for no effect and ±100 for the full control effect
Target sequence (Q13526 whole entry, looked up): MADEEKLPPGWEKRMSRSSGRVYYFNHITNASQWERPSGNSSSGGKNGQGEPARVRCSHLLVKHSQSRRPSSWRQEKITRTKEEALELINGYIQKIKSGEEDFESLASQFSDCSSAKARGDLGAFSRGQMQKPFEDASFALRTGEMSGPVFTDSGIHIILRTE
PGK inhibitor = T. brucei PGK inhibition; PGK/GAPDH coupled, Kinase-Glo luminescence, 60 min; AID 602233; hit rate 0.043% among 380,000; Potency, µM (titrated, usually from 57.5 µM), inactives show at the top dose activity change, negative = inhibition, usual class: inhibitors; note: potency is the fitted concentration of half-maximal effect; % is set by controls: 0 for no effect and ±100 for the full control effect; nearly all actives have a fitted effect of over 60% in size
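Recombinant glycosomal PGK reaction used 1,3-bisphosphoglycerate generated in-well by GAPDH (100nM final) in 100mM TEA pH 7.6, 5mM MgCl2, 0.01% Tween-20. After 60 minutes at room temperature, ATP was read by Kinase-Glo Plus luminescence end-point.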
PI4K2A block = inhibitors of human PI4K2A. Q9BTU6. purified PI4K2A, ADP-Glo luminescence, 1 h; active compounds read low. activity change, negative = inhibition, % at 76.9 µM. hit rate 0.13% among 420,000. AID 1346378; in the data active = activity change below about -50%; inconclusive = mostly about -30% to -49%;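 note: -100% = wells without enzyme as full effect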
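PI4K2A activity was measured by ADP-Glo luminescence: enzyme (4 ug/mL stock) and phosphatidylinositol (1.2 mM stock) in Tris pH 7.5/MgCl2/EGTA/Triton X-100 buffer were reacted with ATP (300 microM stock) for one hour at ambient temperature.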
G9a block = G9a (human) methyltransferase inhibition | AID 504332 | hit rate 8.8% among 350,000 | Q96KQ7 | Potency, µM (titrated, usually from 102 µM), inactives show at the top dose activity, negative = inhibition, actives largely listed as inhibitors | G9a H3K9 monomethylation, AlphaScreen, 2 h; note: potency is the fitted concentration of half-maximal effect; % is set by controls: 0 for no effect and ±100 for the full control effect; nearly all actives have a fitted effect of over 75% in size
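Using a bead-based AlphaScreen, monomethylated H3K9 product from 2 h room-temperature reactions (G9a 20 nM, peptide 500 nM, SAM 20 uM) was detected with 0.5 ug/mL rabbit anti-H3K9me1 antibody.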
ERG Ets-DNA blk = inhibitors of human ERG Ets domain-DNA interaction; P11308; fluorescence polarization, His-ERG Ets domain / labelled DNA; Potency, µM (highest dose often 76.9 µM), inactives show at the top dose FP activity, negative = inhibition, hits mostly inhibitors; hit rate 0.028% among 370,000; active = well fitted inhibition curve with a large enough effect in the polarisation, with a control signal flat; inconclusive = small, poorly fitted or top-dose-only effect, or effect the other way, or a change in a side signal; inactive = no such curve, though single readings can be large or run the other way; the % refers to the polarisation;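 note: polarization taken with two DNA probes labelled with fluorescein and Texas red; potency is the fitted concentration of half-maximal effect; % of control where 0% means no effect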
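His-tagged ERG Ets domain (1 uM in the protein solution; 300mM KCl, 50mM Tris-HCl, 1mM EDTA, 1mM DTT, pH 7.5) received compound, then a probe mix of 5 nM fluorescein-DNA and 100nM Texas-615-DNA. Fluorescence polarization was read for both dyes.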
BAZ2B block = blocks human BAZ2B. Q9UIF8. AlphaScreen BAZ2B-H3K14Ac peptide displacement. Potency, µM (series often up to 114 µM), without a hit: at the top dose activity change, negative = inhibition, actives largely listed as inhibitors. hit rate 4.4% among 360,000; note: potency is the fitted concentration of half-maximal effect; % is set by controls: 0 for no effect and ±100 for the full control effect; nearly all actives have a fitted effect of over 60% in size
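Multi-concentration screen (max 110 uM) measuring displacement of acetylated histone H3 peptide from BAZ2B by AlphaScreen, using 50 nM protein, 50 nM peptide and 10 ug/mL streptavidin donor plus Ni-chelate acceptor beads.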
JMJD2A Tudor inh = inhibitors of human JMJD2A Tudor domain. O75164. AlphaScreen JMJD2A-Tudor / H3K4me3 peptide binding. Potency, µM (doses to about 114 µM), for inactives: at the highest dose activity change, negative = inhibition, actives largely listed as inhibitors. hit rate 4.4% among 390,000. AID 504339; note: potency is the fitted concentration of half-maximal effect; % is set by controls: 0 for no effect and ±100 for the full control effect; nearly all actives have a fitted effect of over 50% in size
GLS inh = glutaminase GLS (human) inhibition. hit rate 0.21% among 410,000. Potency, µM (doses to about 45.5 µM), without a hit: at the top dose activity change, negative = inhibition, usual class: inhibitors. GLS enzymatic activity, qHTS titration. O94925; note: potency is the fitted concentration of half-maximal effect; % is set by controls: 0 for no effect and ±100 for the full control effect
Target sequence (O94925 whole entry, looked up): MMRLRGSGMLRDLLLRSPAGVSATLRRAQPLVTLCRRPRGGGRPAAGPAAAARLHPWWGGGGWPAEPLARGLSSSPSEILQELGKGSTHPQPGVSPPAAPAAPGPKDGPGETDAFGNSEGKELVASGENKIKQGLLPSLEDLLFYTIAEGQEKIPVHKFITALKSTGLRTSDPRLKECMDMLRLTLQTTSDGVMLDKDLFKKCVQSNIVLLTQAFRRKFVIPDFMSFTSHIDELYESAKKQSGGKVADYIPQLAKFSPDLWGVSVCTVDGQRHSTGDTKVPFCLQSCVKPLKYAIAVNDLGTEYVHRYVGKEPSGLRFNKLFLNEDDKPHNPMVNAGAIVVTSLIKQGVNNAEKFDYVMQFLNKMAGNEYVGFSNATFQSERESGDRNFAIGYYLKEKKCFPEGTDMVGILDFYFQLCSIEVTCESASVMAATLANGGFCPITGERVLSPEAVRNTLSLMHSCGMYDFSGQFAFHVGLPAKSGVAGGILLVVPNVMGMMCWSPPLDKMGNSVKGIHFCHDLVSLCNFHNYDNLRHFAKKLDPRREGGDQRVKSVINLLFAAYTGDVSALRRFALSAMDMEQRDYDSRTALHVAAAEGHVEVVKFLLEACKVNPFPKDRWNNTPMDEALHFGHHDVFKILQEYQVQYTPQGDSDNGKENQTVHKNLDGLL
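hKGA in 45 mM KH2PO4 pH 8.2, 0.02% Tween-20 with pin-transferred compounds; 1 mM L-glutamine (stock) plus glutamate oxidase/HRP/Amplex Red coupling added. Fluorescence read initially and after 30 min at RT.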
HP1b chromo inh = HP1-beta chromodomain-methylated histone interaction inhibition. P83916. AlphaScreen HP1-beta / biotin-H3K9me3 peptide binding. Potency, µM (titrated, usually from 114 µM), for the others: top-dose activity change, negative = inhibition, usual class: inhibitors. hit rate 0.56% among 390,000. AID 540317; note: potency is the fitted concentration of half-maximal effect; nearly all actives have a fitted effect of over 70% in size; inactives centre near 23
Target sequence (P83916 whole entry, looked up): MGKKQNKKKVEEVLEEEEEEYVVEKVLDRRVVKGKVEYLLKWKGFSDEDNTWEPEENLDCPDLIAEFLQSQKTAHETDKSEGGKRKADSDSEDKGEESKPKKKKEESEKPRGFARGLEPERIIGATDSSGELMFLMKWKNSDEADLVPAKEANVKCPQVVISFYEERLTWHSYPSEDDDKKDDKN
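AlphaScreen: HP1-beta (50 nM) preformed 30 min with biotin-H3(1-18)K9me3 peptide (50 nM) in PBS pH 7.4, 0.01% Tween-20. Compound added for 30 min at RT, then streptavidin donor/nickel chelate acceptor beads (10 ug/mL) for 30 min.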
An asterisk follows results filed as active; i = inactive; u = inconclusive; x = not tested or not shown; [ ] = another dose, or the depositor's remark. Unless noted, calls come from the whole dose curve; as a rule, active = well fitted curve in the direction sought with a large enough effect; inconclusive = small, poorly fitted or top-dose-only effect, or another doubt; inactive = no such curve, though single readings can be large; an effect the other way counts as inactive or inconclusive.

no.	Pin1 inhibitor	PGK inhibitor	PI4K2A block	G9a block	ERG Ets-DNA blk	BAZ2B block	JMJD2A Tudor inh	GLS inh	HP1b chromo inh	SMILES
1	1.1%	-4.4%	2.8	u	-1.8%	4.0%	18.1%	43.3%[activator]	48.0%[activator]	O=C(/C=N/O)NCC1CCNCC1
2	-3.0%	-3.7%	-20.5	50.1µM*	1.3%	-0.4%	-16.3%	-2.9%	7.1%	O=c1c2ccccc2nnn1CSc1nnc(-c2cccnc2)n1-c1ccccc1F
3	-5.0%	-1.6%	0.5	-0.4%	8.1%	-0.3%	4.2%	1.8%	17.9%	CCOc1ccc(N2C(=O)Nc3ccc(Br)cc3C2(O)C(=O)NCCCN(C)C)cc1 (stereo not drawn)
4	2.0%	0.0%	-2.4	1.1%	1.6%	-0.2%	-1.5%	-4.4%	39.0%	CCCCn1c(SCC(=O)N2CCC(C)CC2)nc2ccsc2c1=O
5	4.6%	-13.0%	5.1	u	4.9%	0.9%	-1.7%	5.2%	22.8%	Cc1ccccc1OCC1CN(CN2CCOCC2)C(=O)O1 (stereo not drawn)
6	15.3%	-8.7%	1.9	u	2.1%	-19.6%	-11.9%	1.3%	-2.5%	CCCCn1c(=O)c(CCC(=O)OCC(=O)Nc2cccc3ccccc23)nc2ccccc21
7	u	-7.9%	2.5	2.0%	1.3%	-20.6%	-32.2%	-4.3%	0.3%	O=C(COC(=O)c1ccccc1C(=O)N1CCN(c2ccccc2)CC1)NCc1ccccc1
8	10.4%	4.7%	2.5	22.4%[12.7 µM]	1.6%	5.9%	-22.8%	18.8%	62.7%[activator]	O=C(NCc1nnc(SCC(=O)N2CCCC2)o1)c1c(F)cccc1Cl
9	-0.7%	-2.2%	1.3	-1.9%[12.7 µM]	-0.8%	u	u	18.5%	25.7%	CCOc1cccc(C2C(C(=O)c3ccc(C)o3)=C(O)C(=O)N2Cc2ccncc2)c1 (stereo not drawn)
10	u	-2.8%	4.2	4.1%[12.7 µM]	-5.1%	-30.2%	-34.2%	3.2%	-12.7%	CCC(c1nnnn1C1CCCCC1)N(Cc1ccco1)Cc1cc2ccc(OC)cc2[nH]c1=O (stereo not drawn)
11	-0.9%	-4.9%	5.8	-4.3%[59 µM]	-2.8%	-11.6%	-20.9%	-8.8%	18.8%	O=C(Nc1cccc(C(F)(F)F)c1)c1cc(-c2ccc3c(c2)OCCO3)on1
12	-1.5%	-9.3%	0.4	-1.2%[2.33 µM]	-8.7%	-0.7%	-7.9%	0.8%	83.2%[activator]	COCc1ccccc1C1=CC(=O)C[C@H](c2ccc(OC)cc2)C1

Full records as entered above. Screens in order: Pin1 inhibitor	PGK inhibitor	PI4K2A block	G9a block	ERG Ets-DNA blk	BAZ2B block	JMJD2A Tudor inh	GLS inh	HP1b chromo inh
`O=C(COC(=O)c1ccccc1C(=O)N1CCN(c2ccccc2)CC1)NCc1ccccc1` in the list: u	-7.9%	2.5	2.0%	1.3%	-20.6%	-32.2%	-4.3%	0.3%
`CCCCn1c(=O)c(CCC(=O)OCC(=O)Nc2cccc3ccccc23)nc2ccccc21` in the list: 15.3%	-8.7%	1.9	u	2.1%	-19.6%	-11.9%	1.3%	-2.5%
`CCC(c1nnnn1C1CCCCC1)N(Cc1ccco1)Cc1cc2ccc(OC)cc2[nH]c1=O` (stereo not drawn) in the list: u	-2.8%	4.2	4.1%[12.7 µM]	-5.1%	-30.2%	-34.2%	3.2%	-12.7%
`COCc1ccccc1C1=CC(=O)C[C@H](c2ccc(OC)cc2)C1` in the list: -1.5%	-9.3%	0.4	-1.2%[2.33 µM]	-8.7%	-0.7%	-7.9%	0.8%	83.2%[activator]
`Cc1ccccc1OCC1CN(CN2CCOCC2)C(=O)O1` (stereo not drawn) in the list: 4.6%	-13.0%	5.1	u	4.9%	0.9%	-1.7%	5.2%	22.8%

(continued)
no.	Pin1 inhibitor	PGK inhibitor	PI4K2A block	G9a block	ERG Ets-DNA blk	BAZ2B block	JMJD2A Tudor inh	GLS inh	HP1b chromo inh	SMILES
13	13.1%	-1.3%	-0.3	-44.1%	8.0%	4.5%	-21.3%	-6.8%	17.3%	Cc1ccc(S(=O)(=O)N2CCN(C(=O)COC(=O)CCOc3ccc(C(C)(C)C)cc3)CC2)cc1
14	-1.1%	9.1%	4.4	16.0%	1.1%	-1.2%	-15.9%	0.1%	14.3%	COc1ccc(C2(C)NC(=O)N(CC(=O)Nc3ccc(Br)cc3F)C2=O)cc1OC (stereo not drawn)
15	4.3%	-9.5%	0.0	u	1.1%	u	u	14.7%	-15.4%[57 µM]	COc1cccc(-c2ccc(NC(=O)C3CCCN(Cc4cnc(N(C)C)s4)C3)cc2)c1 (stereo not drawn)
16	-0.2%	-3.2%	3.5	10µM*	2.6%	70.8µM*	u	7.2%	u	CN(CCOc1ccccc1)CC(O)COCc1ccccc1F (stereo not drawn)
17	u	0.8%	0.2	3.6%[0.501 µM]	0.4%	29.2%	26.6%	-0.6%	75.8%[activator]	O=C(OCCCc1cc2ccccc2c(=O)o1)c1ccc2c(c1)OCO2
18	-1.4%	-5.7%	-2.5	u	-3.4%	-5.7%	-21.6%	10.0%	-0.2%	Cc1ccc(NC(=O)CSc2nc(=O)n(CCN(C)C)c3c2CCCC3)cc1Cl
19	2.1%	3.0%	-0.6	-0.4%	-1.6%	u	-28.0%	29.2%	-2.2%	CCOC(=O)Cc1csc(NS(=O)(=O)c2cc(Cl)ccc2Cl)n1
20	-2.6%	-0.2%	3.1	x	0.5%	x	-1.5%	1.2%	18.6%[57 µM]	COc1cccc(NC(=O)CC2C(=O)NC3CCCCC3N2C(=O)c2ccccc2)c1 (stereo not drawn)
21	-11.6%	-8.7%	-1.5	1.9%[12.7 µM]	17.4%	-18.7%	-12.9%	13.2%	11.8%	CC(C)[C@H](NC(=O)N1c2ccccc2NC(=O)[C@@H]1C(C)C)C(=O)N[C@@H](C(=O)O)c1ccccc1
22	0.8%	i	-1.3	-13.5%[59 µM]	-1.1%	-6.5%	-16.7%	-11.9%	4.7%	O=C(NCc1nnc2c3ccccc3c(-c3ccccc3)nn12)c1ccc(Cl)cc1
23	-0.1%	-8.5%	0.7	-15.9%	-0.4%	-16.5%	-1.4%	7.8%	32.1%[activator]	COC(=O)/C=C1\NC(=O)C(C)S1 (stereo not drawn)
24	-4.5%	-1.0%	7.5	2.1%[12.7 µM]	10.8%	1.8%	3.8%	1.8%	23.3%	Nn1c(COc2ccccc2)nnc1SC(F)F
25	3.4%	3.2%	1.5	x	-0.8%	x	-12.3%	2.4%	19.3%	CN1CCC(N(C)C(=O)c2ccc(Cl)c(S(=O)(=O)N3CCc4ccccc43)c2)CC1
26	6.7%	-0.5%	1.3	23.1%	0.0%	-12.9%	-21.4%	-0.8%	31.7%	COc1ccc(Cl)cc1NC(=O)COC(=O)CCCC1=NS(=O)(=O)c2ccccc2N1
27	-0.1%	-1.2%	4.7	0.5%	10.1%	4.0%	-9.1%	-0.4%	19.1%	Cc1nc(N2CCN(C(=O)c3ccc(Cl)cc3)CC2)c(C#N)c2c1COC(C)(C)C2
28	-5.0%	-1.8%	-1.2	-6.4%	2.5%	9.2%	-9.0%	-1.3%	18.8%	CCC1CCCCN1C(=O)c1cc(COc2ccc(-n3cncn3)cc2)on1 (stereo not drawn)
29	20.9%	-15.1%	-0.3	u	5.5%	1.2%	-11.0%	-11.9%	4.9%	Nc1nc(/C=C/c2cccnc2)nc(-c2ccccc2O)n1
30	-5.0%	3.6%	1.9	0.3%[59 µM]	5.5%	-2.1%	-7.9%	-6.4%	35.6%	CCOc1ccccc1C(=O)N(Cc1cc(OC)c(OC)c(OC)c1)c1ccccn1
31	2.8%	5.0%	-2.2	50.1µM*	0.3%	u	28.2µM*	4.8%	-16.8%[57 µM]	CCOc1ccc(NCc2cccn2-c2nnc(N3CCC(C(=O)NCCCN4CCCCC4CC)CC3)s2)cc1 (stereo not drawn)
32	-1.7%	-1.7%	-0.9	15.1%[59 µM]	8.6%	57.8%[activator]	126.1%[activator]	-0.6%	148.9%[activator]	CSc1nccc(-c2cc(Cl)sc2Cl)n1
33	-3.7%	x	0.6	15.0%[59 µM]	x	-2.2%	-9.3%	-0.6%	22.0%	Cc1cc(=O)cc(C)[nH]1
34	0.9%	3.2%	-0.3	x	3.0%	x	2.1%	-1.2%	30.4%	O=C(CSc1ncnc2sccc12)N1CCCCC1
35	-6.7%	i	1.1	u	6.9%	-23.2%	16.3%	20.9%	35.7%	O=C(Cn1c(=O)[nH]c2sc3c(c2c1=O)CCCC3)NCC1CCCO1 (stereo not drawn)
36	2.4%	-3.9%	-4.7	13.6%	-1.8%	0.0%	6.7%	1.3%	24.5%	Cn1cnnc1SCCC(=O)Nc1ccccc1
37	-1.3%	3.4%	-2.2	23.9%	-0.9%	-15.6%	-13.0%	-11.1%	17.2%	CC(Sc1nnc(Cc2ccc3c(c2)OCO3)o1)C(N)=O (stereo not drawn)
38	-3.9%	4.9%	-1.6	-23.9%[0.501 µM]	6.1%	3.2%	-12.9%	4.1%	53.3%[activator]	c1ccc(CC[C@@H]2CC[C@@H](CCc3ccccc3)N2)cc1
39	-6.7%	-0.9%	-5.8	26.6%	0.4%	-15.5%	-16.0%	2.0%	28.5%	CC(=O)Nc1nc(NCc2ccccc2Cl)n(-c2ccccc2)n1
